CRFR2-BP antag = CRF-BP/CRF-R2 complex antagonism | HEK293 CRF-R2/CRF-BP, CRF-induced calcium fluorescence | inhibition, % at 11.8 µM | 350,000 tested, 0.59% active;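 active = inhibition of the ligand-induced calcium signal above about 50% at the single tested concentration, limit read from the data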
CRFBP-R2 agonist = agonists of human CRF-binding protein/CRF-R2 receptor complex. 350,000 tested, 0.46% active. HEK293 CRF-R2/CRF-BP, calcium dye fluorescence (FLIPR); percent of saturating CRF peptide response. activation, % at 13.2 µM;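 active = activation of at least 50%, plus an integration ratio under a set limit after plate pattern correction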;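 also: plate controls were neutral control wells without compound for no effect and CRF at EC100 for full effect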
GalR3 antagonist = human GalR3 antagonism; HEK293 GalR3-CNG cAMP membrane potential fluorescence; galR3 body fused to GalR1 C-terminus; inhibition, % at 3 µM; 360,000 tested, 0.44% active; AID 651719;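 active = inhibition above the screen-wide average plus 3 SD, cut at about 13% in these data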;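 also: forskolin and galanin both at EC90 stimulate the cells; cAMP rise reported by CNG channel membrane potential dye signal; 0% = forskolin plus galanin with DMSO and 100% = forskolin alone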
Target sequence (O60755 1-299 limits assumed): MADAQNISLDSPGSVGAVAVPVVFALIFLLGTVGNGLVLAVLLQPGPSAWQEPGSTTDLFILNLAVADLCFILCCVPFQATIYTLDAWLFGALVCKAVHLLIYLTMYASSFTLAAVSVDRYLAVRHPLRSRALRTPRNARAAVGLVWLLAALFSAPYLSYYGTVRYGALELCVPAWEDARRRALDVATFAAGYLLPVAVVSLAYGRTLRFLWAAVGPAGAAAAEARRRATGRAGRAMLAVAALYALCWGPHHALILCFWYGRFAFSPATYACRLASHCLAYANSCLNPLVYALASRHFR
Numbers without * were called inactive; & = joins results of further samples.

smiles	CRFBP-R2 agonist	CRFR2-BP antag	GalR3 antagonist
Cc1cccc(N=C2c3cc([N+](=O)[O-])ccc3-c3c2cc([N+](=O)[O-])cc3[N+](=O)[O-])c1	-3.1	-15.4	-2.6
O=P1(c2ccccc2)Nc2ccccc2N1c1ccccc1 (stereo not given)	-1.5	22.3	-4.3
Cc1ccc(-c2cc(-c3ccccc3)cc(-c3ccccc3)[n+]2-c2ccccc2)cc1	65.6*	-94.3	-7.6
CS(=O)(=O)N1Cc2cnnn2-c2ccccc2C1C#N (stereo not given)	1.5	-8.8	-6.4
NS(=O)(=O)c1nc[nH]c1[N+](=O)[O-]	1.3	5.9	-1.0
C[C@]12CCC3C(CC[C@H]4C[C@H](O)CC[C@]34C)C1C[C@@H](O)[C@@H]2O (stereo not given in full)	5.5	-6.6	-5.2
COC(=O)C1=C(c2ccc(-c3ccccc3)c(F)c2)C[C@@H]2CC[C@H]1N2C(=O)N1CCCCC1	-0.8	6.9	-9.4
CC12CCC(=O)C=C1CCC1C2CCC2(C)C1CCC2(O)CC#N (stereo not given)	4.9	13.1	-4.6
CC(=O)C1CCC2C3CC(O)C4CC(O)CCC4(C)C3CCC12C (stereo not given)	0.7	5.1	2.7
COP(=S)(OC)SCn1nnc2ccccc2c1=O	-2.2	1.8	-5.9
c1ccc(N2C3C4CC(C5CCCC54)C32)cc1 (stereo not given)	-0.2	-4.0	-4.7
CS(=O)(=O)c1ccc(C2=C(CNC(=O)c3nccs3)[C@H]3CC[C@@H](C2)N3Cc2ccccc2)cc1	-0.8	-3.3	-3.9
O=[N+]([O-])c1ccc(N2CCOCC2)c2c1no[n+]2[O-]	-3.0	-8.7	-1.2
CC12C=CC(=O)CC1CCC1C2CCC2(C)C(O)C(O)CC12 (stereo not given)	4.0	2.7	-6.0
O=C(O)CNC1c2ccccc2CSc2ccccc21 (stereo not given)	1.5	3.9	-5.8
COC(=O)C1=C(c2ccc(F)cc2OCc2ccccc2)C[C@@H]2CC[C@H]1N2C(=O)NCc1ccc(C(F)(F)F)cc1	6.8	-8.3	-5.3
CC(OC(=O)c1cn(C)c2ccccc12)C(=O)N(C)c1ccccc1 (stereo not given)	0.0	-0.7	-1.5
Nc1ccc2ccccc2c1	-3.3	18.5	-2.8
COC(=O)C1=C(c2cccc(OCc3ccccc3)c2)C[C@@H]2CC[C@H]1N2C(=O)NCc1ccc(OC)c(OC)c1	-0.2	4.1	-5.3
CC[C@H](C)[C@@H](C(=O)N1CCCC1c1nccs1)N(C)C(=O)[C@H](CC(C)C)N(C)C(=O)[C@H](Cc1ccc(OC)cc1)N(C)C(=O)/C=C(\C)OC (stereo not given in full)	8.1	-14.1	-6.6
O=C1C=CC(=O)C2C1C1(Cl)C(Cl)=C(Cl)C2(Cl)C1(Cl)Cl (stereo not given)	1.5	7.5	-7.3
Cc1nn(CC(C)C)c(Cl)c1C(=O)NC1CCCC1	-1.5	16.6	-6.9
COC(=O)C1=C(c2ccc(F)cc2OCc2ccccc2)C[C@@H]2CC[C@H]1N2C(=O)NCc1ccc2[nH]ccc2c1	-1.3	3.2	-3.3
CC1([N+](=O)[O-])COP(=O)(NCc2cccnc2)OC1 (stereo not given)	-1.4	3.1	-5.3
CCCCCCC(Cl)(Cn1ccnc1)c1ccccc1 (stereo not given)	-1.1	0.1	-3.3
Cc1ccc(NC(=O)c2ccc(C)c(S(=O)(=O)N3CCCCC3)c2)nc1	-1.6	-1.7	-4.3
O=c1ccc2cc(O[C@@H]3O[C@H](CO)[C@@H](O)[C@H](O)[C@H]3O)c(O)cc2o1	-0.9	-9.2	0.1
COC(=O)C1=C(c2ccccc2OCc2ccccc2)C[C@@H]2CC[C@H]1N2C(=O)NCc1cccc(C(F)(F)F)c1	1.1	5.2	-7.0
COC(=O)C1=C(c2cccc(C#N)c2)C[C@@H]2CC[C@H]1N2C(=O)NCCCOC(C)C	-0.8	-5.5	-5.1
COC(=O)C1=C(c2ccc(F)cc2OCc2ccccc2)C[C@@H]2CC[C@H]1N2C(=O)NCc1cccc(C(F)(F)F)c1	0.9	-11.2	-3.1
Clc1ccc(C[n+]2c(-c3ccccc3)cc(-c3ccccc3)cc2-c2ccccc2)cc1	0.7	-7.4	-8.5
O=P(NC1CCCCC1)(Oc1ccccc1)Oc1ccccc1	3.0	-39.2	-4.8
CC(OC(=O)c1cn(C)c2ccccc12)C(=O)N1CCCC1 (stereo not given)	-0.5	3.0	7.2
CCCCC1C(=O)NC(=S)N(C)C1=O (stereo not given)	2.4	1.8	-2.0
CCN(CC)N=O	4.7	8.2	1.2
CCCOC(=O)c1ccccc1C(=O)OCCC	-2.0	9.6	-1.0
CCC(C(=O)Nc1ccc(Cl)cc1)N1CCCC1=O (stereo not given)	1.0	-14.5	-3.3
CCOc1ccc(-c2cc(C(=O)N3CCC4(CC3)OCCO4)c3ccccc3n2)cc1	2.8	-30.5	-4.7
CC[C@]12CC[C@H](O)CC1=CCC1C2CC[C@]2(C)C(=O)CCC12 (stereo not given in full)	-2.0	5.1	-2.6
COc1ccc(-c2ccc3n2Cc2cnnn2-c2ccccc2-3)cc1	1.1	-0.3	-5.1

14 compounds out of the list, sorted by molar mass, rising:
smiles	CRFBP-R2 agonist	CRFR2-BP antag	GalR3 antagonist
CCN(CC)N=O	4.7	8.2	1.2
CCCCC1C(=O)NC(=S)N(C)C1=O (stereo not given)	2.4	1.8	-2.0
CCCOC(=O)c1ccccc1C(=O)OCCC	-2.0	9.6	-1.0
CCC(C(=O)Nc1ccc(Cl)cc1)N1CCCC1=O (stereo not given)	1.0	-14.5	-3.3
Cc1nn(CC(C)C)c(Cl)c1C(=O)NC1CCCC1	-1.5	16.6	-6.9
CC1([N+](=O)[O-])COP(=O)(NCc2cccnc2)OC1 (stereo not given)	-1.4	3.1	-5.3
CCCCCCC(Cl)(Cn1ccnc1)c1ccccc1 (stereo not given)	-1.1	0.1	-3.3
CC(OC(=O)c1cn(C)c2ccccc12)C(=O)N1CCCC1 (stereo not given)	-0.5	3.0	7.2
CC[C@]12CC[C@H](O)CC1=CCC1C2CC[C@]2(C)C(=O)CCC12 (stereo not given in full)	-2.0	5.1	-2.6
COc1ccc(-c2ccc3n2Cc2cnnn2-c2ccccc2-3)cc1	1.1	-0.3	-5.1
O=C1C=CC(=O)C2C1C1(Cl)C(Cl)=C(Cl)C2(Cl)C1(Cl)Cl (stereo not given)	1.5	7.5	-7.3
CCOc1ccc(-c2cc(C(=O)N3CCC4(CC3)OCCO4)c3ccccc3n2)cc1	2.8	-30.5	-4.7
Clc1ccc(C[n+]2c(-c3ccccc3)cc(-c3ccccc3)cc2-c2ccccc2)cc1	0.7	-7.4	-8.5
COC(=O)C1=C(c2ccc(F)cc2OCc2ccccc2)C[C@@H]2CC[C@H]1N2C(=O)NCc1cccc(C(F)(F)F)c1	0.9	-11.2	-3.1

Further compounds follow.
smiles	CRFBP-R2 agonist	CRFR2-BP antag	GalR3 antagonist
C[C@]12CC[C@@H](O)CC1=CC(=O)C1C2CC[C@]2(C)C(=O)CCC12 (stereo not given in full)	2.0	12.2	-6.3
CCN(CC)CCC(=O)O[C@H]1CC[C@]2(C)C3CC[C@@]4(C)C(CC[C@]4(C)O)C3CC[C@H]2C1 (stereo not given in full)	11.2	19.7	-6.1
Clc1cccc(NC2=NCCS2)c1	0.4	5.7	-4.2
COc1ccc(-[n+]2c(-c3ccccc3)cc(-c3ccccc3)cc2-c2ccccc2)cc1	-0.9	-14.4	-13.7
CC(=O)O[C@H]1C[C@@H]2OC3C=C(C)CCC3(C)[C@@]1(C)[C@@]21CO1 (stereo not given in full)	-0.6	-4.7	-7.7
CC(C#N)CCC#N (stereo not given)	-1.2	18.1	0.2
Cc1ccc([N+](=O)[O-])cc1	-2.2	5.8	-1.5
COC(=O)C1=C(C(=O)OC)C2OC1c1cc3ccccc3cc12	20.1	-9.4	-2.8
O=C1CN=C(c2ccccc2)c2cc([N+](=O)[O-])ccc2N1	-1.2	14.1	-3.5
NNCc1ccccc1	-1.1	25.8	-1.8&-0.3
COC(=O)C1=C(c2ccc(Cl)c(C(F)(F)F)c2)C[C@@H]2CC[C@H]1N2C(=O)NC1CC1	0.7	-2.8	-4.2
C#C[C@]1(O)CCC2C3C(=O)C=C4C=CCC[C@]4(C)C3CC[C@@]21C (stereo not given in full)	-3.4	-6.9	0.6
COC(=O)C1=C(c2cccc(OCc3ccccc3)c2)C[C@@H]2CC[C@H]1N2C(=O)NCc1ccc(C(C)(C)C)cc1	4.8	6.5	-6.5
COC(=O)C1=C(c2ccc(OCc3ccccc3)cc2)C[C@@H]2CC[C@H]1N2C(=O)NCc1ccc(C(C)(C)C)cc1	6.0	9.3	-6.5
C=CCOC(=O)C1C(C(=O)O)C2(Cl)C(Cl)=C(Cl)C1(Cl)C2(Cl)Cl (stereo not given)	3.7	16.3	-6.8
O=C(NN=Cc1ccc(N(CCCl)CCCl)cc1)c1cc(=O)[nH]c(=O)[nH]1	-0.8	12.6	2.8
CN(C)c1ccc([N+](=O)[O-])c([N+](=O)[O-])c1	-0.6	8.9	-0.8
CC(=O)C1C(N2CC2)CC2C3CCC4=CC(=O)CCC4(C)C3CCC21C (stereo not given)	1.8	11.6	-5.5
CCOC(=O)C1=C(C)c2ccccc2OC1(C(=O)OCC)c1ccccc1 (stereo not given)	0.3	7.2	-3.8
COC(=O)C1=C(c2ccc(C(C)=O)cc2)C[C@@H]2CC[C@H]1N2C(=O)NCc1ccc2c(c1)OCO2	-1.4	3.2	-4.3
CC12CC(O)C3C(CCC4=CC(=O)CCC43C)C1CCC2=O (stereo not given)	1.3	-7.6	-4.1
COc1cc(O)cc2c1cc([N+](=O)[O-])c1c(C(=O)O)cc3c(c12)OCO3	6.3	-4.9	-6.3
ClCCOCOCCCl	3.1	26.1	10.6
COC(=O)C1=C(c2ccc(F)cc2OCc2ccccc2)C[C@@H]2CC[C@H]1N2C(=O)NCC1CC1	-1.8	5.8	-9.7
CO[C@@H]1C=CC23c4cc5c(cc4CO[C@]2(O)CN(C)[C@H]3C1)OCO5 (stereo not given in full)	1.4	30.2	-7.2
O=C(c1ccccc1)C(Cc1ccccc1)N1CCOCC1 (stereo not given)	-1.7	-2.7	-1.1
COc1ccc(CC2C(=O)NC(C)C(=O)N(C)C3C(=O)N(C)C(Cc4ccc(O)c(c4)Oc4ccc(cc4)C3O)C(=O)NC(C)C(=O)NC(C)C(=O)N2C)cc1 (stereo not given)	-1.5	-30.9	-3.3
O=C(NCC1=C(c2ccc3ccccc3c2)C[C@@H]2CC[C@H]1N2Cc1ccco1)c1cccs1	-1.2	-7.3	-7.4
C[C@]12CCC3C(CC[C@H]4C[C@@H](O)CC[C@]34C)[C@H]1C=CC2=O (stereo not given in full)	-1.5	10.4	-4.2
CC(=O)C1CCC2C3CCC4CC(O)CCC4(C)C3CCC12C#N (stereo not given)	2.3	12.6	-4.7
CC1CC2C(C(O)CC3(C)C(O)CCC23)C2(C)CCC(=O)C=C12 (stereo not given)	-0.1	-6.6	-6.1
CCC1(NS(=O)(=O)c2ccc(N)cc2)C(=O)N(C)C(=O)N(C)C1=O	1.3	-8.5	0.5
Cc1ccccc1NC(=O)Cc1nc(COC(=O)Cc2ccccc2)cs1	-0.1	5.6	-2.0
CCOC(=O)C1C(OC(=O)c2ccccc2)CC2CCC1N2C (stereo not given)	-0.1	-5.9	-1.4
CC12CC(=O)C3C(CCC4CC(=O)C=CC43C)C1CCC2=O (stereo not given)	0.7	0.3	-5.0
COc1cc(C(=O)N2Cc3ccccc3-n3nncc3C2)cc(OC)c1OC	-0.6	-13.4	-4.5
CC=CC(C)=CC(C)C(=O)CC(O)CC1CC(=O)NC(=O)C1 (stereo not given)	-0.4	-13.6	-4.3
COC(=O)C1=C(c2ccc(OCc3ccccc3)cc2)C[C@@H]2CC[C@H]1N2C(=O)NCc1ccccc1C(F)(F)F	2.9	4.8	-7.4
c1ccc(-c2ccc(CN3Cc4ccccc4-n4nncc4C3)cc2)cc1	0.7	-7.5	-2.4
CCC1(C2=NCCN2)Cc2ccccc2O1 (stereo not given)	-0.9	25.0	-0.4

Screening results deposited in PubChem by several laboratories.

Some of the compounds tested; count on the stated rates, not on these rows.
